Screening results as filed in PubChem BioAssay.
Casp6 inh: inhibitors of human caspase-6; inhibition, % at 12.5 µM; 350,000 tested, 0.53% active; P55212; purified caspase-6, Z-VEID-R110 cleavage fluorescence;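 active means mean inhibition across replicates at least about 35%, with every replicate also reaching that limit, limit read from the data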;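 further: 0% = median of neutral control wells and 100% = no fluorescence left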
Target sequence (P55212 24-179 limits assumed): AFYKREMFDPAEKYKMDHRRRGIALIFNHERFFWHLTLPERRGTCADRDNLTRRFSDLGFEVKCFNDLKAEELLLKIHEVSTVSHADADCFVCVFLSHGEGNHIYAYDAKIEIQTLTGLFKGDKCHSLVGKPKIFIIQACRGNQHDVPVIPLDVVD
Target sequence (P55212 194-293 limits assumed): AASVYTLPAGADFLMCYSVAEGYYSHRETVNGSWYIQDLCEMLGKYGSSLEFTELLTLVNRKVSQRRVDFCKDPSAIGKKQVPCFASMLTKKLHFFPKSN
PAX8 inh HTS: inhibitors of PAX8 transcriptional activity in RMG-I cells | AID 652154 | RMG-I TPO-luciferase reporter, SteadyGlo, 24 h | 360,000 tested, 1.2% active | inhibition, % at 12.6 µM;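 active means mean replicate inhibition at least 60% with every replicate also reaching 60%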;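 further: luciferase light reporting Pax8 driven TPO promoter activity; plate controls were median of neutral control wells for no effect and mitoxantrone controls for full effect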
EWS-Fli block: inhibitors of EWS/Fli oncoprotein transcriptional activity. inhibition, % at 12.6 µM. A673 NR0B1-luciferase reporter, viability-normalised. 350,000 tested, 0.67% active. AID 651661;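 active means mean inhibition of at least 50% after viability correction, with every replicate also passing that limit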;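 further: firefly luciferase signal divided by Alamar Blue viability fluorescence both relative to DMSO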
miR-122 sensor: inhibitors of miR-122 in Huh7 cells. activation (reporter increase), % at 12.5 µM. 340,000 tested, 0.3% active. AID 602342. Huh7 miR-122 Renilla luciferase sensor, 48 h; neutral wells = 0, positive control = 100;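 active means mean replicate activation score at least 90 and every replicate individually at or above 90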;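 further: higher luciferase means less miR-122 activity so hits act as miR-122 inhibitors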
LGR2 inh: Drosophila LGR2 receptor signaling inhibition; inhibition, % at 9.99 µM; 380,000 tested, 0.35% active; HEK293 LGR2, CRE-luciferase, bursicon-stimulated, 4 h;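 active means drop in luminescence signal, shown as inhibition above about 50% in the replicate tests, limit read from the data, passing the limit was not always enough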;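 further: agonist challenge used bursicon conditioned medium at about half maximal strength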
Cneo AK release: Cryptococcus neoformans lysis via adenylate kinase release; lysis activity, % at 15 µM; AID 651654; 360,000 tested, 0.2% active; C. neoformans lysis, adenylate kinase release luminescence, 4 h; normalised: neutral wells 0, clomiphene wells 100;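 active means mean lysis activity across replicates of at least 80%, whatever share of replicates individually reach that level; inactive means mean lysis activity below 80%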
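Test system: log-phase Cryptococcus neoformans yeast cells; Quantity: yeast cell density of 5 × 10^6 cells/mL; Buffer or medium: YPD; Doses: single compound concentration per well; Timing: 4 h at 37 °C static, read 1 h later; Measured by: AK luminescence; Read-out basis: lysis from increased AK signal; Control set: Clomiphene as positive control.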
PGC1a acetyl inh: modulators of PGC1a acetylation; inhibition, % at 15.6 µM; U2OS PGC1a acetylation, AlphaScreen anti-acetyl-lysine; with virally co-expressed GCN5 acetyltransferase; 350,000 tested, 0.17% active;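 active means every replicate shows inhibition of at least 40%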;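 further: 0% = neutral control wells and 100% = positive control wells; some results beyond the cut were filed as inactive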
FN deposition inh: fibronectin deposition inhibition; AH1F fibroblasts, Alexa488-fibronectin deposition fluorescence, overnight; inhibition, % at 12.6 µM; 350,000 tested, 0.086% active;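 active means mean inhibition across replicates of 30% or more, regardless of how many single replicates reach that level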;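 further: positive control wells lacked labelled fibronectin entirely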
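Material: AH1F fibroblasts assembling fluorescent fibronectin matrix; amount: 10000 AH1F cells/well; medium: DMEM, 2% serum; reagent: Alexa488-fibronectin, 24 nM final in well; dosing: single compound dose, delivered by pin transfer; incubation: 1 h adhesion, overnight exposure; detection: fluorescence after three HBSS washes, excitation 485 nm, emission 525 nm; measure: fibronectin deposition inhibition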
An asterisk follows results filed as active; · = no result given; [ ] = remark or other dose.

SMILES	Casp6 inh	PAX8 inh HTS	EWS-Fli block	miR-122 sensor	LGR2 inh	Cneo AK release	PGC1a acetyl inh	FN deposition inh
CC(C)(C)NS(=O)(=O)NC(=O)C1=C(N2CCCC2)COC1=O	-2	-8	-4	0	-4	2	3	-4
COc1ccccc1NC(=O)CN1C(=O)CC(C)S(=O)(=O)c2ccccc21 (configuration not stated)	1	13	·	2	-6	-1	7	·
CCOc1ccc(CCNC(=O)c2ccc(C)c(N3CCCC3=O)c2)cc1OCC	-5	-10	-7	·	8	·	·	0
CC(C#N)Sc1ncnc2sc(-c3ccccc3)cc12 (configuration not stated)	-2	-4	-1	2	-23	-5	11	0
CC(C)N1CCC(N2CCN(Cc3cccnc3)CC2CCO)CC1 (configuration not stated)	-7	-7	-9	-2	7	-2	4	0
COC(=O)c1cccc(NS(=O)(=O)c2ccc(OC)cc2)c1C	·	·	·	10	13	2	-20	·
CC(C)COC(=O)n1c(SCC(N)=O)nc2ccccc21	0	4	7	·	-2	·	·	-4
Cc1noc(C)c1C(=O)OCC(=O)Nc1cccc(S(=O)(=O)N(C)C)c1	·	10	·	1	10	-1	4	-1
CCOC(=O)N1CCN(C(=O)C(NC(=O)C2CCC(C)CC2)C(C)C)CC1 (configuration not stated)	·	-7	·	-2	·	1	-7	-7
CC(=O)c1ccc([C@H]2C[C@@]34CN(C(=O)OC(C)(C)C)S(=O)(=O)[C@H]3C[C@H]2O4)cc1	-1	1	-11	-3	10	1	4	1
CCOC(=O)c1ccccc1NC(=O)C1CCCO1 (configuration not stated)	13	-9	5	-4	-14	-2	0	0
Cc1noc(C)c1NC(=O)Nc1ccc2c(c1)C(=O)N([C@@H](C)CO)C[C@H](C)[C@@H](CN(C)C(=O)NC1CCCCC1)OCCCC[C@H](C)O2	-1	10	-2	-1[16.7 µM]	22	5	0	·
Cc1nc(-c2nnc(-c3ccccc3)o2)c(C(F)(F)F)o1	-1	-49	-26	-4	-6	-4	·	7
Cn1cc(S(=O)(=O)N2CCCC2)cc1C(=O)N1CCN(c2ccccc2)CC1	0	3	5	-2	·	1	7	12
COc1ccc(N(CC(=O)N2CCc3ccccc3C2)S(=O)(=O)c2ccccc2)cc1	-4	-2	-1	37	-1	-13	-28	-5
CCN1C(=O)[C@@H]2[C@@H](c3ccc(-c4ccc(F)cc4)cc3)N3CCCC[C@@]3(C(=O)OC)[C@@H]2C1=O	1	5	0	-3	2	-2	-3	-7
O=Nc1c(-c2cccc([N+](=O)[O-])c2)nc2ncccn12	1	12	19	-8	·	-3	5	2
COc1ccc(OC)c(NC(=O)C2(C)CCN2C(=O)C2(c3ccccc3)CCCC2)c1 (configuration not stated)	·	18	0	3	-6	-1	-4	7
O=C(NC(=S)Nc1ccc(Cl)c(C(=O)O)c1)c1cncc(Br)c1	-1	-5	-2	7	5	4	0	-1
COc1ccccc1-c1noc(CCCC(=O)Nc2ccc(C(N)=O)cc2)n1	-1	-15	-12	3	2	4	-11	-1
Cc1cc(NC(=O)CSCC(=O)N2CCN(c3cccc(C)c3C)CC2)no1	2	5	4	-4	0	-1	1	17
O=C(O)CN=C(NS(=O)(=O)c1ccc(Cl)cc1)c1ccccc1	·	12	·	1	·	2	-1	-2
Cc1cccc(S(=O)(=O)N[C@H]2CC[C@H](CCNC(=O)Nc3cc(F)ccc3F)O[C@H]2CO)c1	-113	4	1	·	-7	-4	-2	-10
O=C(Cn1nnc(-c2cccs2)n1)NNC(=O)c1ccccc1Cl	3	24	11	·	·	·	4	-4
COC(=O)c1cccc(NC(=O)c2cccnc2)c1	·	·	·	0	-5	1	8	·
COc1ccc(C(=O)N(c2ccccc2)c2nccc3ccccc23)cc1OC	-1	26	9	-3	3	1	-9	1
COc1ccc(N2CC(C(=O)OCC(=O)c3ccc(C)cc3)CC2=O)cc1 (configuration not stated)	2	-10	1	4	-1	-2	-4	·
COc1ccc(-c2cc(=O)oc3cc(O)ccc23)cc1	-2	5	15	·	2	·	·	5
Fc1ccc(-c2ccc(-c3nn4c(-c5ccco5)nnc4s3)o2)cc1	·	-8	·	-4	·	0	-23	-5
Cn1c(=O)c(C(=O)CN2CCCCC2)c(N)n(Cc2ccccc2)c1=O	0	-127	5	0	3	-6	12	2
C/C=C(\C)C(=O)NCCN1C2=NC[C@H](Cc3ccccc3)N2C[C@@H]1Cc1ccc(OC)cc1	0	-3	1	·	1	0	·	1
CCNC(=O)C[C@@H]1CC[C@@H]2[C@@H](COc3ccc(NS(C)(=O)=O)cc3C(=O)N2C)O1	0	-17	1	0[16.7 µM]	5	56	-4	2
N#Cc1ccc(S(=O)(=O)NCC(=O)OCC(=O)NCCc2ccccc2)cc1	-1	10	·	·	5	2	·	·
Cc1nnc(SCC(=O)N(C(C)C)C(C)C)[nH]c1=O	4	15	11	-3	2	2	-4	-2
O=C(COc1ccccc1)NC(=S)Nc1cccc(NC(=O)c2ccccc2Cl)c1	·	17	·	0	32	0	13	2
COc1ccc(CNC(=O)C2Cc3cc(S(=O)(=O)N4CCCC4)ccc3N2C(C)=O)c(OC)c1 (configuration not stated)	2	-4	·	-1	-4	1	0	1
CCO[C@H]1OC(C(=O)NC2CC2)=C[C@@H](C2CC2)[C@@H]1CCCO	·	2	-6	-10	10	0	6	-13
C=CCn1nc2n(c1=O)-c1ccccc1SC2	1	2	-16	·	-12	·	14	1
Cc1cccc(NC(=O)CN2CCN(C(=O)c3ccc(OCc4cn5ccccc5n4)cc3)CC2)c1C	3	16	-56	·	1	-1	·	3
COc1ccc(CN2C(=O)CSCC2(C)C(=O)Nc2c(C)cccc2C)cc1OC (configuration not stated)	2	-10	-3	·	-2	·	·	13
O=C(C[C@H]1CC[C@H]2[C@@H](COC[C@H](O)CN2Cc2cccc(-c3ccncc3)c2)O1)N1CCOCC1	·	-2	11	-3[16.7 µM]	22	0	2	5
C#CCN1C[C@@]2(O)CC[C@@H](O)[C@@H](OC)[C@@H]2[C@@]1(C)[C@H](O)CC=C(C)C	-1	-11	-16	·	-10	·	·	5
O=C(N/N=C/C(Br)=C/c1ccccc1)c1cccnc1	0	26	-7	6	-53	1	-5	-1
O=C1CCc2cc(NS(=O)(=O)c3ccccc3)cc3c2N1CCC3	-4	-2	-24	63	-17	·	1	1
COc1ccc(N2CCC(CNC(=S)Nc3ccc(C)cc3C)C2)cc1 (configuration not stated)	-6	10	9	0	14	·	-18	7
O=C(CSCc1c(Cl)cccc1Cl)Nc1ccc2c(c1)OCCO2	·	-61	·	-4	-30	·	-8	-7
O=C(COC(=O)/C=C/c1cccc(Cl)c1Cl)Nc1ccc2[nH]c(=O)[nH]c2c1	1	6	5	·	6	0	-12	7
COc1ccc(CNC(=O)Cn2cnc3c(NCc4ccccc4)ncnc32)cc1	-3	27	26	-1	9	8	0	-12
COc1ccc(NC(=O)N(C)C[C@@H]2Oc3ccc(NC(=O)Nc4c(C)noc4C)cc3C(=O)N([C@H](C)CO)C[C@@H]2C)cc1	·	-17	-5	-6[16.7 µM]	-9	0	-4	·
C[C@H](CO)N1C[C@H](C)[C@@H](CN(C)C(=O)Nc2ccc(F)cc2)OCCCC[C@H](C)Oc2ccc(NC(=O)C3CCCCC3)cc2C1=O	0	-3	6	-8[16.7 µM]	19	44	15	·
Cc1cccc(OC(=O)NCCOC(=O)N(O)c2ccc(Cl)cc2)c1	0	3	12	3	·	-1	-1	8
CCOC(=O)C(Cc1c(F)cccc1Cl)c1ccnc2nc(N)nn12 (configuration not stated)	·	-24	-2	·	11	·	0	-13
CC[C@@H](C)[C@H](CN[C@H](CNC)C(C)C)NC[C@@H](C)c1ccc(CC(C)C)cc1	1	43	47	-1	-6	8	-19	-3
CCCC#Cc1ccc([C@@H]2[C@@H](CO)N3C(=O)CN(C(=O)c4ccc(F)cc4)C[C@H]23)cc1	0	·	9	·	-29	·	-12	·
Cc1ccc(S(=O)(=O)Nc2cccc(C(=O)NCC(c3ccco3)N3CCCC3)c2)cc1F (configuration not stated)	-4	7	7	-5	1	-1	·	-6
COc1ccc2[nH]c(C)c(CCNC(=S)Nc3cc(C)ccc3C)c2c1	-2	7	-6	6	16	1	-4	4
COc1cc(CN(C(=S)NCC(=O)O)C2CCCC2)cc(OC)c1OC	0	-4	-5	·	16	·	-4	-6
COc1ccc(-c2noc(CCCC(=O)N3CCN(c4cc(C)ccc4C)CC3)n2)cc1	1	-173	-53	-6	-44	3	-1	-3
CC(C)(C)c1nnc(NC(=O)c2cc(-c3ccccc3)nc3ccccc23)s1	·	7	·	-5	·	-15	-2	5
Cc1noc(C)c1NC(=O)N[C@H]1CC[C@H](CC(=O)NCc2ccc(Cl)c(Cl)c2)O[C@H]1CO	-2	11	1	5[16.7 µM]	0	-1	-9	5

Arranged by value in Casp6 inh (largest number first): 3 of the compounds above
SMILES	Casp6 inh	miR-122 sensor	LGR2 inh	PGC1a acetyl inh
COc1cc(CN(C(=S)NCC(=O)O)C2CCCC2)cc(OC)c1OC	0	·	16	-4
COc1ccc2[nH]c(C)c(CCNC(=S)Nc3cc(C)ccc3C)c2c1	-2	6	16	-4
Cc1ccc(S(=O)(=O)Nc2cccc(C(=O)NCC(c3ccco3)N3CCCC3)c2)cc1F (configuration not stated)	-4	-5	1	·

The list goes on.
SMILES	Casp6 inh	PAX8 inh HTS	EWS-Fli block	miR-122 sensor	LGR2 inh	Cneo AK release	PGC1a acetyl inh	FN deposition inh
CSc1ccc(NC(=O)Nc2cccn(Cc3ccccc3F)c2=O)cc1	-1	-64	-46	·	-19	·	·	5
Cc1cc(=O)oc2cc(OCC(=O)N3CCN(c4ccccc4)CC3)c(Cl)cc12	-4	-9	-2	-9	-6	7	-3	6
CCCC(=O)Nc1ccc(Cl)c(NC(=O)C(C)(C)C)c1	·	·	·	0	·	0	-16	1
COC(c1ccccc1)(c1ccccc1)C(Oc1nccc(C)n1)C(=O)O (configuration not stated)	0	11	-2	-1	16	9	17	9
CC(=O)Nc1ccc(S(=O)(=O)N2CCC(C(N)=O)(N3CCCCC3)CC2)cc1	-1	7	-4	-1	7	1	·	8
Cc1ccc(S(=O)(=O)N(C)C[C@@H]2OCCCC[C@H](C)Oc3ccc(NC(=O)c4ccccc4)cc3C(=O)N([C@@H](C)CO)C[C@H]2C)cc1	-2	1	2	2[16.7 µM]	-6	5	2	0
COCC(=O)Nc1ccc2c(c1)[C@H]1C[C@H](CC(=O)N[C@@H](C)c3ccccc3)O[C@@H](CO)[C@H]1O2	1	-5	2	7[16.7 µM]	-6	1	-2	6
O=S1(=O)CC(O)C(N(CCO)C(=S)Nc2ccccc2)C1 (configuration not stated)	1	16	-14	-6	-1	-4	-3	3
O=S(=O)(c1ccccc1)C1Cc2ccccc2C1Cl (configuration not stated)	1	2	1	4	14	-2	1	7

Part of the list above in order of length of the SMILES, low to high.
SMILES	Casp6 inh	PAX8 inh HTS	EWS-Fli block	miR-122 sensor	LGR2 inh	Cneo AK release	PGC1a acetyl inh	FN deposition inh
O=S1(=O)CC(O)C(N(CCO)C(=S)Nc2ccccc2)C1 (configuration not stated)	1	16	-14	-6	-1	-4	-3	3
CSc1ccc(NC(=O)Nc2cccn(Cc3ccccc3F)c2=O)cc1	-1	-64	-46	·	-19	·	·	5
COC(c1ccccc1)(c1ccccc1)C(Oc1nccc(C)n1)C(=O)O (configuration not stated)	0	11	-2	-1	16	9	17	9
